# Screening results from PubChem.
# ERa SRC1 inh: ER-alpha (human) coactivator binding inhibition; P03372; TR-FRET ER-alpha LBD / SRC-1 peptide, estradiol-bound; inhibition, % at 25.6 µM; 1.7% of 86,000 active; AID 629; in the data active = inhibition above about 50%;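 also: 0% = receptor plus peptide control and 100% = peptide only without receptor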
# ERb SRC1 inh: blocks coactivator binding to human estrogen receptor beta. TR-FRET ER-beta LBD / SRC1-Cy5 peptide binding; receptor agonist-loaded with 1 µM estradiol. AID 633. inhibition, % at 25.6 µM. 1.3% of 86,000 active;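 active = compounds whose percent inhibition of the receptor-coactivator binding signal exceeds about 50% in the single-dose screen, limit read from the data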;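 also: 0% = receptor plus peptide wells without compound and 100% = peptide-only wells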
# ERa SRC1 pot: ER-alpha (human) coactivator binding potentiation | P03372 | TR-FRET ERalpha-LBD/SRC-Cy5 coactivator binding, 2 h; 100 = basal binding, no effect | coactivator binding (% of control), % at 25.6 µM | 1.3% of 86,000 active; in the data active = activity above about 200%;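 also: binding measured in presence of low estradiol as agonist stimulus; 0% = peptide alone without receptor and 100% = receptor with peptide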
# HUVEC inhibit: human endothelial cell proliferation inhibition; 1.1% of 86,000 active; HUVEC proliferation, CellTiter-Glo luminescence, 72 h; active compounds read low; viability, % at 10 µM (by protocol);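 active = viability at or below 30%; inactive = viability above 30%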;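 also: 100% = median luminescence of DMSO-only cell control wells on each plate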
# Candida biofilm: kills Candida albicans biofilms | C. albicans biofilm + clotrimazole, Alamar Blue | inhibition, % at 6 µM | 0.14% of 85,000 active | AID 834;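 active = inhibition above 20%; inactive = inhibition below 20%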;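 also: preformed 24 hr biofilms exposed to compound for 48 hr; 0% = biofilm without compound and 100% = blank killed by clotrimazole plus chlorhexidine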
# sEH activator: soluble epoxide hydrolase (human) activation; P34913; purified human sEH enzymatic activity, activator screen; activation, % at 2 µM; 0.04% of 91,000 active; AID 717; in the data active = activation above about 37%; also: values of inactives mirror those of a sister screen read the other way
# Target sequence (P34913 whole entry, looked up): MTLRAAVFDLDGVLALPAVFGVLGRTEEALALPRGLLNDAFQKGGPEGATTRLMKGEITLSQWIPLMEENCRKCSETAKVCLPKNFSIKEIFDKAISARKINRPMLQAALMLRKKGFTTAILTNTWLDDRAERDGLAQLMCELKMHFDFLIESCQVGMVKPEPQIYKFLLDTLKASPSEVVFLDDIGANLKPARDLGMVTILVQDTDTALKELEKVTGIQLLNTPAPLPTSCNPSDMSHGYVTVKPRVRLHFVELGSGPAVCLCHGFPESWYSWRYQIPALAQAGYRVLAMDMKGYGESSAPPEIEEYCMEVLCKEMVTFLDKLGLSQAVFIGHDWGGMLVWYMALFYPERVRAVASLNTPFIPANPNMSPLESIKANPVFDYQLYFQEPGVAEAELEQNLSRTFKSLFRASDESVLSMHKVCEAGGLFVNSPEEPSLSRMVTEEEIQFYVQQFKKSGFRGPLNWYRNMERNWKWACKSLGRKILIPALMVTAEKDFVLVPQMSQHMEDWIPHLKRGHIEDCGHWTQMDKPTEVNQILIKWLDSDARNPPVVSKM
# Smad3 FoxH1 inh: blocks human Smad3 binding to FoxH1 peptide. P84022. TR-FRET Smad3/Dy647-FoxH1 peptide binding, europium anti-His. inhibition, % at 25 µM. 0.29% of 88,000 active;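 active = compounds that reduce the energy-transfer binding signal between the protein and its labelled peptide by more than half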;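 also: 0% = Smad3 plus labelled peptide maximal FRET and 100% = peptide-only background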
# Target sequence (P84022 whole entry, looked up): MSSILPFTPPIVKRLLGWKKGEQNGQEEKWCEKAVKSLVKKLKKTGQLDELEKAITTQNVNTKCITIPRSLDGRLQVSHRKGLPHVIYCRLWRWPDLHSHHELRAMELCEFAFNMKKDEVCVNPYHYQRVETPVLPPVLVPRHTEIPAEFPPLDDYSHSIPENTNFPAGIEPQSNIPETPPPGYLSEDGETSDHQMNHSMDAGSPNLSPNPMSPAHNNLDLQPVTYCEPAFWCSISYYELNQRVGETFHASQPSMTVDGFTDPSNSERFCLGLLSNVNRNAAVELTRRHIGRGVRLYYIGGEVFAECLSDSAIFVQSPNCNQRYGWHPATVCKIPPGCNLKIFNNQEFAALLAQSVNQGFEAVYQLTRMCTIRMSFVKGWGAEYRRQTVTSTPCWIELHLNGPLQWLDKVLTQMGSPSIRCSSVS
# Fibroblast inh: blocks proliferation of human lung fibroblasts. LL 47 human lung fibroblast viability, ATP luminescence; active compounds read low. AID 719. viability, % at 10 µM. 1.1% of 85,000 active;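 active = viability at or below 50% in the single dose screen; inactive = viability above 50%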;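 also: compound exposure lasted 72 h before the ATP readout; 100% = median luminescence of untreated cell-only wells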
#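 Test system: LL 47 human lung fibroblasts / Quantity: 1,150 cells in each well / Medium: IMEM growth medium with 15% fetal bovine serum / Incubation: 72 h compound exposure at 37 °C after overnight plating / Detection: CellTiter-Glo luminescence measuring cellular ATP / Read-out: % viability versus median cells-only luminescence / Benchmarks: cell-only wells, no compound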
# H69AR inhibit: blocks growth of human H69AR lung tumor cells; H69AR lung tumor viability, ATP luminescence, 72 h; active compounds read low; viability, % at 10 µM; 6% of 85,000 active; AID 598;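 active = viability at or below 40%; inactive = viability above 40%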;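 also: multidrug resistant small cell line overexpressing MRP-1 efflux transporter; 100% = mean luminescence of untreated control wells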
# Numbers without * were called inactive; x = not tested or not shown; [ ] = remark or other dose.
SMILES,ERa SRC1 inh,ERb SRC1 inh,ERa SRC1 pot,HUVEC inhibit,Candida biofilm,sEH activator,Smad3 FoxH1 inh,Fibroblast inh,H69AR inhibit
CCCCc1cc(=O)oc2c(CN(C)C)c(O)ccc12,2,2,93,90,4,22,9,96,105
C/C=C/c1ccc(Oc2nnnn2-c2ccc(C(=O)O)cc2)c(OC)c1,-9,13,103,104,5,-2,0,100,73
C=CCSc1nc(-c2ccccc2)c(C#N)c(=O)[nH]1,-3,-1,115,93,-1,16,3,107,123
Cc1ccc(NC(=O)CSc2nnnn2-c2ccc3c(c2)OCO3)cc1C,56*[fluorescence artefact?],38[fluorescence artefact?],330*,69,-4,-29,2,88,103
COc1cccc2cc(C(=O)C3=C(O)C(=O)N(CCN4CCOCC4)C3c3cccs3)oc12 (stereo not drawn),-8,4,104,97,4,1,-2[fluorescence artefact?],101,90
CC(C)c1ccc(C(=O)N2CCN(CCO)CC2)cc1,1,-4[fluorescence artefact?],106,97,5,-8,-1,104,90
CC1CN(C(=O)c2cc(S(=O)(=O)N3CCCC3)c(Cl)cc2Cl)CC(C)O1 (stereo not drawn),-31,-18,97,106,2,-3,-12,120,96
CN(CP(=O)(O)C(O)c1ccccc1)S(C)(=O)=O (stereo not drawn),-3,9,95,87,6,-12,1,93,103
O=C(CSc1nc(N2CCCCC2)nc(N2CCCCC2)n1)N1CCN(c2ccccc2)CC1,-2,-12,96,92,3,x,4,90,84
O=c1c2ccccc2n2nnnc2n1-c1ccccc1,-5,-7,118,94,1,4,2,109,98
O=C(NCc1ccc(F)cc1)N[C@@H](Cc1ccccc1)C(=O)O,6[fluorescence artefact?],15,100,95,5,x,3,106,107
CCOC(=O)N1CCN(C(=O)c2cn(CC(C)C)c(=O)c3c2c2ccccc2n3C)CC1,-3,2[fluorescence artefact?],85,97,-5,-3,-16,90,75
CCOc1ccc(OCC)c(NC(=O)C2CCCN(S(=O)(=O)c3c(C)n[nH]c3C)C2)c1 (stereo not drawn),-9,27[fluorescence artefact?],94[fluorescence artefact?],93,-1,x,0,113,56
CCSCCOC(=O)C1=C(C)NC(=O)NC1c1cccc(OC)c1OC (stereo not drawn),-5,2,130,101,9,x,-1,98,95
O=C1CC(C(=O)Nc2ccc(F)c(Cl)c2)N=C(N2CCCCC2)N1 (stereo not drawn),0,8,83,108,0,7,-21,103,95
COc1ccc(OC)c(C2C3=C(CCCC3=O)Nc3c2c(=O)n(C)c(=O)n3C)c1 (stereo not drawn),-2,6,108,106,7,10,1,104,111
Cc1cc(C)nc(N2CCC(C(=O)NCc3cccc(C(F)(F)F)c3)CC2)n1,-7,3,116,98,1,-1,-7,102,101
COC(=O)[C@H](CCSC)NC(=O)NCCc1ccccc1F,-18,-21,110,99,4,4,-2,103,92
CCOc1ccc(-c2nc(C)sc2CC(=O)O)cc1,3,-5,113,100,1,16,23,105,102
CCC(=O)Nc1ccc(Cl)c(NC(=O)C(C)C)c1,-36,-3[fluorescence artefact?],110,94,6,15,4,98,93
Cc1ccc(-n2ncc(C#N)c2/N=C/N(C)C)cc1,-14,-21,121,96,-4,14,3,95,106
CCOC(=O)C1C(C)N=C2SCC(=O)N2C1c1cccc(Br)c1 (stereo not drawn),-25,-33,92,90,7,x,2,91,89
Cc1cc2cc(C(c3nnnn3Cc3ccco3)N3CCCCC3)c(=O)[nH]c2cc1C (stereo not drawn),3,11,176[fluorescence artefact?],88,0,-9,23[fluorescence artefact?],92,73
CCOC(=O)Nc1c(C)n(C)n(-c2ccccc2)c1=O,-1,3,105,90,12,x,4,94,93
CCOC(=O)N1CCN(C(=O)C2CCN(S(=O)(=O)c3c(C)cc(C)cc3C)CC2)CC1,-4,-9,111,89,1,1,-3,76,85
COc1ccc(C(CNC(=O)Cc2cc(OC)c(OC)c(OC)c2)N2CCCC2)cc1 (stereo not drawn),1,-1,105,94,4,x,3,95,88
COc1ccccc1C(=O)NCc1ccncc1,-6,-6,112,96,6,6,-7,99,98
COc1cc(C2C(C(C)=O)=C(O)C(=O)N2CCN2CCOCC2)ccc1O (stereo not drawn),-4,-1,112,97,-1,-3,-3,101,100
CCCCCCc1nc2ccccc2c(=O)n1NC(=O)c1c(O)c2cccc3c2n(c1=O)CCC3,13[fluorescence artefact?],8,114,102,-4,4,11,90,25*
COc1ccc(C2CC(=O)c3cnc(NC(=O)c4ccccc4)nc3C2)cc1OC (stereo not drawn),-3,-13[fluorescence artefact?],115,93,7,x,11,95,77
Cc1ccc(-c2csc(N(CC3CCCO3)C(=O)c3ccco3)n2)cc1 (stereo not drawn),-3,3,104,105,1,x,0,93,53
O=C(NC1CCCC1)C(c1cccs1)N(C(=O)c1ccco1)c1ccc2c(c1)OCCO2 (stereo not drawn),-8,0[fluorescence artefact?],126,103,8,7,12,89,56
CC1CN(Cc2nc3c(c(=O)[nH]c(=O)n3C)n2CCN2CCOCC2)CC(C)O1 (stereo not drawn),2,6[fluorescence artefact?],94[fluorescence artefact?],99,3,5,5,93,87
CN(C)c1ccc(CNC(=O)CN(C)S(=O)(=O)c2cccc3cccnc23)cc1,2,-10,100,101,6,-3,16,110,91
O=C(NCC(c1cccnc1)N1CCOCC1)Nc1ccccc1 (stereo not drawn),4[fluorescence artefact?],-4[fluorescence artefact?],105[fluorescence artefact?],96,0,2,-2,102,96
O=C(CSc1ncccc1C(=O)O)NCCC1=CCCCC1,-18,-13[fluorescence artefact?],109,90,10,3,5,108,104
C=C(C)CSc1nc2c(c(=O)[nH]c(=O)n2C)n1CCC(C)C,8,-5,61,109,2,-2,6,98,85
COc1ccc(C2C3=C(CC(c4ccco4)CC3=O)Nc3ccccc3N2C(C)=O)cc1 (stereo not drawn),-3,0,91,91,4,-8,2,102,95
Cc1cc2cc(CCNC(=O)c3ccc(S(=O)(=O)N4CCOCC4)cc3)c(=O)[nH]c2cc1C,-8,0,123,76,0,-2,-2,101,79
O=C(COC(=O)c1ccccc1)Nc1ccccc1N1CCOCC1,-16,7,114[fluorescence artefact?],96,-1,-6,0,97,84
CCCS(=O)(=O)N1CCCC(C(=O)N2CCN(C(=O)OCC)CC2)C1 (stereo not drawn),0,5,121,97,8,6,2[fluorescence artefact?],96,96
CC(=O)Cc1nsc(NC(=O)c2ccc(-c3ccc(Cl)c(C(F)(F)F)c3)o2)n1,-3,3,102,84,4,x,8,102,99
COc1ccc(C(=O)CC(c2ccccc2)C2C(=O)CCCC2=O)cc1 (stereo not drawn),10,16,65[fluorescence artefact?],98,4,5,8,100,96
CCN(CC)c1ccc(NC(=O)c2nc3nc(C)cc(C(F)F)n3n2)cc1,0[fluorescence artefact?],8,100[fluorescence artefact?],92,2,9,5,110,89
O=C1NC(=O)c2cc(NC(=O)C3CCCO3)ccc21 (stereo not drawn),3,13,93,84,3,-7,-1,98,101
CCCCOc1ccc(C2(C)CC(=O)NC2=O)cc1 (stereo not drawn),-12,4,94,44,-7,x,-1,98,83
Fc1ccc(-c2nnc(CSc3nnc(-c4cccs4)o3)o2)cc1,13,5,101,94,-1,-2,0,112,85
CSc1nc(-c2ccccc2O)nc(-c2ccccc2O)n1,-5,1[fluorescence artefact?],114,84,4,x,6,93,89
Cc1cc(C(=O)COC(=O)CCc2nc3ccccc3s2)c(C)n1C,-7,-5,103,91,4,13,6,92,106
COC(=O)Cc1c(C)c2ccc(OCC(=O)N(C)C)cc2oc1=O,-6,5,101,99,2,-11,-20,104,103
Cn1c(SCc2ccccc2Cl)nc2ccccc21,7,-19,102[fluorescence artefact?],91,6,-3,5,96,87
CCCc1cc(=O)[nH]c(SC(CC)C(=O)Nc2ccccc2C#N)n1 (stereo not drawn),-6,-4,125,96,10,-4,3,99,86
O=C(O)c1ccccc1C(=O)c1cccs1,1,-2,109,97,6,1,-1,97,108
CCCCS/C(N)=N/N=C/c1cc(C)ccc1O,-3,-7,99,64,2,12,0,97,94
Cc1c(NS(=O)(=O)CC23CCC(CC2=O)C3(C)C)c(=O)n(-c2ccccc2)n1C (stereo not drawn),6[fluorescence artefact?],-1[fluorescence artefact?],111,101,2,8,9,103,99
Nc1nonc1-c1noc(COc2ccccc2Cl)n1,1,-6,100,83,11,11,5,102,95
COc1ccc(C(=O)CSc2nnc(Cc3ccccc3)o2)cc1,2,-2,107,109,-3,x,-9,98,90
c1ccc(-c2nn3c(C4COc5ccccc5O4)nnc3s2)cc1 (stereo not drawn),-10[fluorescence artefact?],-1,98,71,9,10,8[fluorescence artefact?],88,79
Cc1nccn1CC(=O)O,-6,1,93,109,3,x,-1,104,104
CCC(C)NC(=O)C1CCN(C(=O)N(C)C)CC1 (stereo not drawn),-41,-12,101,90,5,x,0,105,86

# 3 of the entries above in order of the Smad3 FoxH1 inh value, smallest number first.
SMILES | Smad3 FoxH1 inh
CCCCS/C(N)=N/N=C/c1cc(C)ccc1O | 0
CC1CN(Cc2nc3c(c(=O)[nH]c(=O)n3C)n2CCN2CCOCC2)CC(C)O1 (stereo not drawn) | 5
Cc1cc(C(=O)COC(=O)CCc2nc3ccccc3s2)c(C)n1C | 6

# Remaining list, next part.
SMILES,ERa SRC1 inh,ERb SRC1 inh,ERa SRC1 pot,HUVEC inhibit,Candida biofilm,sEH activator,Smad3 FoxH1 inh,Fibroblast inh,H69AR inhibit
COc1ccc(OC)c2[nH]c(C(=O)O)cc12,0,-7,97,93,4,1,15[fluorescence artefact?],107,92
CCOc1ccc(-c2nc(N)nc(C)c2-c2ccc(OC)c(OC)c2)c(O)c1,1,29[fluorescence artefact?],89,105,-3,5,1,98,95
CCCCOc1ccc(C(=O)Nn2cnnc2)cc1,-4,-7,113,103,5,13,2,98,98
CCOc1ccc2[nH]c(=O)c(CN(Cc3ccco3)C(=O)c3ccc(Br)cc3)cc2c1,24,8,112,57,0,x,-6,66,19*
COC(=O)c1ccc(C(=O)OC)c(NC(=O)CSc2cccc[n+]2[O-])c1,-9,-8,92,90,1,-2,-12,98,2.2*
CC(C)C[C@H](N)c1nnc(S(=O)(=O)Cc2cccc(F)c2)o1,0,1,109,88,2,-15,-3,84,x
CCCC(=O)N=c1sc2cccc(F)c2n1C,-1,-10[fluorescence artefact?],121[fluorescence artefact?],96,7,x,4,92,94
COc1cc(-c2cc(C(F)(F)F)n3ncc(C(=O)O)c3n2)cc(OC)c1OC,-12,-7,121,92,3,9,4,107,90
CCc1nc2oc3ccccc3c(=O)c2c(=O)n1Cc1ccccc1,1,5,125,96,1,11,9,97,99
CCOCC(=O)Nc1nnc(SCCOC)s1,-6,-3[fluorescence artefact?],127,100,8,-14,2,98,96
CC1CCCCC1NC(=O)CC1Oc2ccccc2NC1=O (stereo not drawn),-8,0,123,98,4,x,-3,111,90
CCc1ccc2oc(-c3cc(N)ccc3Cl)nc2c1,16,5,65[fluorescence artefact?],67,9,x,-11,78,71

# Ordered by length of the SMILES (high to low): 4 of the compounds above
SMILES,ERa SRC1 inh,ERb SRC1 inh,ERa SRC1 pot,HUVEC inhibit,Candida biofilm,sEH activator,Smad3 FoxH1 inh,Fibroblast inh,H69AR inhibit
CC1CN(C(=O)c2cc(S(=O)(=O)N3CCCC3)c(Cl)cc2Cl)CC(C)O1 (stereo not drawn),-31,-18,97,106,2,-3,-12,120,96
CCCS(=O)(=O)N1CCCC(C(=O)N2CCN(C(=O)OCC)CC2)C1 (stereo not drawn),0,5,121,97,8,6,2[fluorescence artefact?],96,96
O=C(NCC(c1cccnc1)N1CCOCC1)Nc1ccccc1 (stereo not drawn),4[fluorescence artefact?],-4[fluorescence artefact?],105[fluorescence artefact?],96,0,2,-2,102,96
COc1ccccc1C(=O)NCc1ccncc1,-6,-6,112,96,6,6,-7,99,98

# Some of the compounds tested (hit frequency here may not be typical).
